# Growth percent in the NCI-60 one-dose screen (48 h, 10 µM unless noted): 100 = growth as untreated, 0 = no growth, -100 = all killed.
# HCT-116 – HCT-116 colon cancer. actives 7.3% (n = 82,000). AID 1794798
# SW-620 – SW-620 colon cancer; actives 5.2% (n = 82,000)
# KM12 – KM12 colon cancer cells. AID 1794800. actives 5% (n = 82,000)
# COLO 205 – COLO 205 colon cancer. actives 7.3% (n = 79,000)
# NCI-H322M – NCI-H322M lung cancer; actives 2.7% (n = 80,000); AID 1794733
# HCC-2998 – HCC-2998 colon cancer. actives 4.7% (n = 79,000). AID 1794799
# SNB-75 – SNB-75 CNS cancer; actives 5% (n = 79,000); AID 1794750
# HCT-15 – HCT-15 colon cancer; actives 5.2% (n = 82,000); AID 1794746
# HT29 – HT29 colon cancer | actives 7.4% (n = 81,000) | AID 1794748
# * = called active by the depositor; . = not tested or not shown; & = joins results of further samples. Rule for the calls: active = growth percent below 10; inactive = the rest.
SMILES,HCT-116,SW-620,KM12,COLO 205,NCI-H322M,HCC-2998,SNB-75,HCT-15,HT29
COc1cc(OC)cc(Oc2nccc(-c3cn(CC(N)=O)nc3-c3cc(C)cc(OC)c3)n2)c1,104,100,99,95,95,95,82,103,92
CC(=O)N[C@H](C(=O)N[C@H](Cc1ccccc1)C(=O)N[C@H](CS)C(=O)N[C@H](CCCN=C(N)N)C(=O)N[C@H](CCCN=C(N)N)C(=O)N[C@H](CCCN=C(N)N)C(=O)N[C@H](CCCN=C(N)N)C(=O)N[C@H](CCCN=C(N)N)C(=O)N[C@H](CCCN=C(N)N)C(N)=O)[C@@H](C)O,105,109,105,114,107,112,99,110,112
COc1ccc(-c2nnc3n(C)c(=O)c4ccccc4n23)cc1O,13,24,24,17,45,34,9.5*,23,19
COc1ccc(-c2nc(SCC(C)C)nc(Cl)c2C#N)cc1,102,106,104,112,102,117,88,102,118
COc1cc(OCc2ccccc2)c(OC)c(OCc2ccccc2)c1,86,98,97,96,99,100,80,82,87
CCCCOC(=O)C(N)Cc1ccc(O)cc1 (configuration not stated),102,105,108,105,105,108,88,106,107
Cc1c(C(C)N)nnn1-c1ccccc1 (configuration not stated),89,105,98,115,91,103,99,106,94
CCOC(=O)c1cn2ncnc(Oc3ccc(NC(=O)NCCN4CCOCC4)c(Cl)c3)c2c1C,95,94,103,100,89,110,77,96,104
COc1cc(-c2c[nH]cc2-c2ccccc2)c(OC)c2c1OCO2,104,95,95,107,89,102,66,102,104
CCCCCCCCCCCCCC(=O)OCCOC(=O)CCCCCCCCCCCCC,104,106,99,108,98,106,102,110,109
Cc1ccc2sc(C3CCCN(CC(=O)Nc4c(C)nn(-c5ccccc5)c4C)C3)nc2c1 (configuration not stated),60,93,80,90,88,73,76,80,70
CC(C)=C(C)C(=O)NNc1ccccc1,93,109,101,100,99,105,86,105,90
COc1ccc(-c2nn(CC(=O)N3CCc4ccccc4C3)c(N)c2C#N)cc1,98,102,100,113,93,102,86,94,101
COc1ccccc1/C=N/NC1=NC2C(N1)N(C)C(=O)N2C (configuration not stated),107,99,105,101,95,101,83,104,111
COc1ccc(OC)c(C2NC(=O)N=C3C2C(N)=NN3c2ccccc2)c1 (configuration not stated),92,99,98,100,93,99,95,93,80
COC(=O)[C@H](c1ccccc1Cl)N1CCc2sccc2C1,95&96,101&104,105&117,113&127,92&101,96&104,115&82,92&107,97&104
CN(C)c1ccc(-c2cc(-c3ccc(Nc4nc(Nc5ccc(Cl)cc5)nc(Nc5ccc(Cl)cc5)n4)cc3)no2)cc1,31,54,29,0.3*,65,-5.6*,20,39,34
CN(Cc1cnc2nc(N)nc(N)c2n1)c1ccc(C(=O)N[C@@H](CCc2nn[nH]n2)C(=O)O)cc1,19,19,23,34,51,39,71,25,24
N#Cc1ccc(C(=O)C[n+]2cccc3ccccc32)cc1,98,96,96,104,95,106,83,100,95
COc1cc2c(c(OC)c1OC)-c1ccc(NNC(=S)N(Cc3cccc(C[N+](Cc4cccc(CNC56CC7CC(CC(C7)C5)C6)c4)(Cc4cccc(CNC56CC7CC(CC(C7)C5)C6)c4)Cc4cccc(CN(C(=S)NNc5ccc6c(cc5=O)[C@@H](NC(C)=O)CCc5cc(OC)c(OC)c(OC)c5-6)C56CC7CC(CC(C7)C5)C6)c4)c3)C34CC5CC(CC(C5)C3)C4)c(=O)cc1[C@@H](NC(C)=O)CC2 (some centres not stated),-55*,3.6*,4.2*,-57*,50,-58*,32,10.0*,-5.8*
Cc1nc2cc3c(=O)n(C)cnc3cc2n1Cc1ccccc1,97,105,109,102,123,105,107,101,112
CC[C@H](CO)Nc1ccc2ncc(C#Cc3cncc(C(=O)Nc4ccc(CN5CCN(C)CC5)c(C(F)(F)F)c4)c3)n2n1,-94*,-51*,-62*,-93*,-17*,-59*,-91*,-38*,-36*
O=C(/C=C1\C=CN(CCN2CCOCC2)c2ccccc21)n1ccc2ccccc21,99,101,98,97,98,104,93,108,107
CN(C)N=Nc1ccc(-c2ccc(N=NN(C)C)cc2)cc1,89,87,53,108,87,86,88,69,103
COC(=O)C1=CC(=O)N2C(=S)N(c3ccccc3)C(=O)C12 (configuration not stated),100,109,107,118,102,105,93,103,112
COc1nc2ccccc2nc1NNC(=O)/C(C#N)=C/c1ccc(Cl)cc1Cl,94,103,107,116,104,111,78,102,110
CS(=O)(=O)c1ccc(-c2nn(-c3ccc(F)cc3)cc2/C=C/C(=O)c2ccc(Br)cc2)cc1,55,94,91,103,94,107,108,64,91
N#CC1=C(N)S[C@@H](C(=O)c2ccc(Br)cc2)[C@@H]1c1cccs1,93,97,94,107,.,104,92,100,92
Cc1ccnc(NC(c2ccccc2)c2ccc3cccnc3c2O)c1 (configuration not stated),32,49,33,37,38,27,52,28,43
CCN(CC)CCN1C(=O)c2c(c3c4ccccc4[nH]c3c3ccc4ccccc4c23)C1=O,29,4.8*,-16*,79,87,86,76,-74*,-46*
CCC1CN2C(=N1)c1ccccc1-c1cc(Cl)ccc12 (configuration not stated),1.7*,19,17,18,28,29,43,18,5.3*
COc1ccc(-c2cc(-c3cccc(OCC(=O)O)c3)[nH]c(=O)c2C#N)cc1,102,.,108,118,90,106,85,103,127
CCCCCC(C)(CC(=O)O)CC(=O)O,112,106,115,116,113,113,97,.,105
COc1ccc(-n2ncc3c2CCc2cc(S(=O)(=O)c4ccccc4)c(=O)n(C)c2-3)cc1,92,103,108,121,101,96,86,94,104
CCc1ccc(NC(=O)Cn2cc(CN3C(=O)c4ccccc4S3(=O)=O)nn2)cc1,98,98,100,109,95,99,87,106,103
O=c1[nH][nH]c(=O)[nH]1,107&100,104&108,99,115&110,116&109,99&101,100,97&97,105&103
COc1cc2c(c(OC)c1O)C(=O)CO2,105,102,110,127,113,103,96,106,100
O=C(Oc1ccccc1C1N(c2ccc(Cl)cc2)C(=O)C1(c1ccccc1)c1ccccc1)C(c1ccccc1)c1ccccc1 (configuration not stated),78,98,97,118,94,105,104,111,81
O=C(NCCNc1nccc(-c2c(-c3ccc(F)cc3)nc3sccn23)n1)Nc1ccccc1,25,58,80,70,80,108,58,54,46
CCO/C=N/C1=C(C#N)C(c2ccc(OC)cc2)c2c(c3cc(Cl)ccc3[nH]c2=O)O1 (configuration not stated),100,98,106,111,101,113,77,101,103
FC(F)(F)c1cccc(/C=C/c2nn3c(-c4ccccc4)nnc3s2)c1,104,95,104,111,94,111,99,99,109
O=c1oc2ccccc2cc1-c1cn2nc(-c3coc4ccccc4c3=O)sc2n1,100,105,98,108,101,103,76,100,89
CCOc1ccc(-c2c(N)n[nH]c2C(F)(F)F)cc1OCC,100,108,97,115,138,112,95,97,103
COc1ccc(-c2onc3ccc(Cl)cc23)cc1,92,96,96,106,92,105,101,103,78
NS(=O)(=O)c1ccc(N2N=C(c3ccc(Br)cc3)CC2c2cn(-c3ccccc3)nc2-c2ccc(Cl)cc2)cc1 (configuration not stated),63,96,75,86,93,78,92,79,77
COc1ccc(C(=O)C[n+]2cccc3cc[nH]c32)cc1OC,99,103,101,117,97,106,57,97,101
[2H]C1NC([2H])C(c2ccc(-n3cc4cccc(C(N)=O)c4n3)cc2)C([2H])C1[2H] (configuration not stated),87,80,90,91,85,85,74,94,89
Cc1ncc(CO)c(CO)c1OCC(O)CN1CCN(c2ccc(F)cc2)CC1 (configuration not stated),96,102,102,104,102,100,82,98,96
Nc1nc(N)c2c(n1)NC(c1ccc3c(c1)OCO3)CC(c1ccc([N+](=O)[O-])cc1)=N2 (configuration not stated),92,100,101,128,108,90,92,104,101
Cc1[nH]n(-c2ccccc2)c(=O)c1C=NC(=S)C(N)=S,90,104,103,106,110,102,88,99,111
NNc1ccc(S(=O)(=O)O)cc1Cl,110,102,107,105,107,107,93,106,95
O=C(O)CCCn1c(O)c(/C=C2/C=c3cc4c(cc3=NC2=O)OCO4)sc1=S,104,109,100,117,106,110,65,97,103
N#C/C(=C\NCc1ccc(Cl)cc1)S(=O)(=O)c1ccccc1,101,103,107,116,105,111,98,103,97
NCCCNc1nc2ccccc2c2c(=O)c3cc(Cl)ccc3sc12,-92*,-91*,-67*,-84*,39,-76*,48,-77*,-45*
CCOC(=O)c1c(O)c2cc(-c3ccccc3)nc(OCC)c2c(=O)n1C,88,104,104,117,122,.,96,83,107
O=C1CSCCN1,91,107,113,107,103,95,90,98,105
COc1ccc2c(c1)c(-c1nc(-c3ccsc3)cs1)cn2C(=O)OC(C)(C)C,85,103,99,113,.,121,99,81,82
CC(C)(c1cc(Br)c(O)c(Br)c1)c1cc(Br)c(O)c(Br)c1,102,98,113,114,116,110,79,107,114
CC(C)C(=O)Oc1ccc(/C=C/c2cc(OC(=O)C(C)C)cc(OC(=O)C(C)C)c2)cc1,89,90,79,116,85,83,83,81,101
O=C1CCC(C(=O)N/N=C/c2ccc(CO)o2)N1 (configuration not stated),108,105,105,114,113,100,83,98,112
# Additional compounds:
SMILES,HCT-116,SW-620,KM12,COLO 205,NCI-H322M,HCC-2998,SNB-75,HCT-15,HT29
COc1cccc(/C=C2/C(=O)N(Cc3ccco3)SC2=S)c1OC,86,98,92,111,99,108,72,97,90
CC(NNC(C)c1ccccc1)c1ccccc1 (configuration not stated),107,96,115,105,122,103,.,105,95
COC(=O)c1ccc(C2Nc3ccc(S(=O)(=O)Nc4ccc(C)c(C)c4)cc3C3OCCC23)cc1 (configuration not stated),62,78,78,94,96,111,79,71,84
Nc1ccc(C2=NN(C(=O)c3cc(-c4ccc(Cl)cc4)nc4ccccc34)C(c3ccccc3)C2)cc1 (configuration not stated),25,23,24,30,46,60,40,25,12
COc1cc(-c2nc(SCCC(C)C)nc(NNC(=O)c3ccncc3)c2C#N)cc(OC)c1OC,84,110,87,66,65,92,27,78,43
CC(=O)Nc1ccc(-c2cc3c(NCc4ccccc4)ncnc3s2)cc1,98,100,103,112,84,93,77,86,104
N#Cc1cc(-c2ccnc(Nc3ccc(NC(=O)CCl)cc3)n2)ccc1N1CCCC1,-37*,-37*,-12*,-60*,53,-80*,-17*,-46*,-57*
COc1cc2ncn3c(=O)c4c5c(sc4nc3c2cc1OC)CCCCC5,97,101,99,98,91,106,73,107,112
COc1ccc2c(c1)O/C(=C\c1ccc([N+](=O)[O-])o1)C2=O,-39*,-54*,-11*,-79*,42,-27*,59,2.4*,-33*
NS(=O)(=O)c1ccc(-n2nc(CCCNC(=O)Nc3ccc(C(F)(F)F)cc3)cc2-c2ccccc2)cc1,79,122,73,103,77,104,68,93,89
C/C(=N/Nc1nc(N/N=C(/C)c2ccc([N+](=O)[O-])cc2)nc(N2CCOCC2)n1)c1ccc([N+](=O)[O-])cc1,71,96,82,95,87,96,81,66,81
CC(C)CCc1ccccn1,86,98,100,107,103,100,94,105,107
CCC/C=C/C=N/NC(=S)Nc1cccnc1,96,105,98,95,98,107,93,96,97
CCN(CC)c1ccc([N+](=O)[O-])cc1[N+](=O)[O-],98,100,101,111,126,105,80,99,.
CC(=O)c1cc2c(C)cc(=O)oc2cc1OCCN1CCOCC1,99,101,101,111,103,67,91,102,111

# Ordered by SMILES length (low to high): some entries from above
SMILES,HCT-116,SW-620,KM12,COLO 205,NCI-H322M,HCC-2998,SNB-75,HCT-15,HT29
O=C1CSCCN1,91,107,113,107,103,95,90,98,105
COc1cc(-c2c[nH]cc2-c2ccccc2)c(OC)c2c1OCO2,104,95,95,107,89,102,66,102,104
Cc1ncc(CO)c(CO)c1OCC(O)CN1CCN(c2ccc(F)cc2)CC1 (configuration not stated),96,102,102,104,102,100,82,98,96
CCc1ccc(NC(=O)Cn2cc(CN3C(=O)c4ccccc4S3(=O)=O)nn2)cc1,98,98,100,109,95,99,87,106,103

# Next entries
SMILES,HCT-116,SW-620,KM12,COLO 205,NCI-H322M,HCC-2998,SNB-75,HCT-15,HT29
Cc1cc(S(N)(=O)=O)c(N)c(S(N)(=O)=O)c1,95,99,107,141,91,.,75,107,104
Cc1c(C(=O)N[C@@H](Cc2ccccc2)C(=O)C(=O)NCc2ccccc2)oc2cc(O)c(O)cc2c1=O,112,106,104,115,104,101,.,105,112
Nc1c(C(=O)c2ccc(F)cc2)oc2nc(-c3cnccn3)cc(-c3cccs3)c12,100,105,102,111,100,104,63,95,121
O=C(c1ccccc1)c1cc(C(=O)NCc2cccc(Cl)c2)n(Cc2ccccc2)c1-c1ccccc1,72,95,97,100,99,98,79,80,77
CN1CCN(Cc2ccc(NC(=O)c3cncc(C#Cc4cnc5cccnn45)c3)cc2C(F)(F)F)CC1,3.9*,-3.4*,-12*,-48*,6.5*,9.6*,-69*,5.6*,1.7*
C/C(=N/O)c1ccc(NC(=O)CSc2nnc(-c3cc(-c4ccc(C)cc4)nc4ccccc34)o2)cc1,80,93,87,113,77,99,76,86,89

# An excerpt of these results, tab-delimited.
canonical_smiles	HCT-116	SW-620	KM12	COLO 205	NCI-H322M	HCC-2998	SNB-75	HCT-15	HT29
COc1cc(-c2c[nH]cc2-c2ccccc2)c(OC)c2c1OCO2	104	95	95	107	89	102	66	102	104
CCCCCCCCCCCCCC(=O)OCCOC(=O)CCCCCCCCCCCCC	104	106	99	108	98	106	102	110	109
Cc1ccc2sc(C3CCCN(CC(=O)Nc4c(C)nn(-c5ccccc5)c4C)C3)nc2c1 (configuration not stated)	60	93	80	90	88	73	76	80	70
CC(C)=C(C)C(=O)NNc1ccccc1	93	109	101	100	99	105	86	105	90
COc1ccc(-c2nn(CC(=O)N3CCc4ccccc4C3)c(N)c2C#N)cc1	98	102	100	113	93	102	86	94	101

# Rows are unselected; any-hit rate near 12%.
